Source: PubChem BioAssay (several laboratories)
GalR3 antag: antagonists of human GalR3 | HEK293 GalR3-CNG cAMP membrane potential fluorescence; galR3 body fused to GalR1 C-terminus | AID 651719 | inhibition, % at 3 µM | O60755 | actives 0.44% (n = 360,000);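 active = inhibition above the screen-wide average plus 3 SD, cut at about 13% in these data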;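 also: forskolin and galanin both at EC90 stimulate the cells; cAMP rise reported by CNG channel membrane potential dye signal; 0% = forskolin plus galanin with DMSO and 100% = forskolin alone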
SUMO HTRF inh: blocks human SUMOylation mediated by UBC9 | actives 0.36% (n = 290,000) | HTRF SUMOylation assay, SAE1/SAE2 + UBC9, in vitro | inhibition, % at 35 µM | P63279 | AID 2006; in the data active = inhibition above about 50%, passing the limit was not always enough; also: strong numbers were not always called active
VIM-2 inh: inhibitors of Pseudomonas aeruginosa VIM-2 metallo-beta-lactamase. actives 0.89% (n = 290,000). purified VIM-2, nitrocefin hydrolysis, epi-absorbance fluorescence. AID 1527. inhibition, % at 5.6 µM;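 active = inhibition above the mean of all tested compounds plus 3 SD, cutoff set per screening run, cut at about 7.5% in these data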;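 also: red hydrolysis product quenches plate fluorescence so inhibitors raise well fluorescence; 0% = enzyme with DMSO and 100% = DMSO without enzyme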
CRFR2-BP antag: CRF-BP/CRF-R2 complex antagonism; HEK293 CRF-R2/CRF-BP, CRF-induced calcium fluorescence; inhibition, % at 11.8 µM; actives 0.59% (n = 350,000);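 active = inhibition of the ligand-induced calcium signal above about 50% at the single tested concentration, limit read from the data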
pCIP destab: compounds decreasing mouse p/CIP protein stability; Q05BA5; F442A p/CIP-EGFP cells, EGFP fluorescence, 16 h; actives 0.01% (n = 290,000); decrease of EGFP signal, % at 10 µM;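 active = EGFP signal decrease of at least 30% at 10 µM or well 3 SD below plate mean, unless failing retest; inactive = the rest, including hits failing retest or dose response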; also: some compounds called inactive have numbers as strong as hits; many of its hits are not listed in these tables
IDE act: IDE (human) activation, cell-based | P14735 | HEK cells, FAbeta-B cleavage, fluorescence polarization; 0% vehicle, 100% cell-free pure enzyme wells | activation, % at 5.96 µM | actives 0.073% (n = 340,000) | AID 493087;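 active = activation above the mean of all tested compounds plus 3 SD, set per screening campaign, cut at about 17% in these data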
Target sequence (P14735 whole entry, looked up): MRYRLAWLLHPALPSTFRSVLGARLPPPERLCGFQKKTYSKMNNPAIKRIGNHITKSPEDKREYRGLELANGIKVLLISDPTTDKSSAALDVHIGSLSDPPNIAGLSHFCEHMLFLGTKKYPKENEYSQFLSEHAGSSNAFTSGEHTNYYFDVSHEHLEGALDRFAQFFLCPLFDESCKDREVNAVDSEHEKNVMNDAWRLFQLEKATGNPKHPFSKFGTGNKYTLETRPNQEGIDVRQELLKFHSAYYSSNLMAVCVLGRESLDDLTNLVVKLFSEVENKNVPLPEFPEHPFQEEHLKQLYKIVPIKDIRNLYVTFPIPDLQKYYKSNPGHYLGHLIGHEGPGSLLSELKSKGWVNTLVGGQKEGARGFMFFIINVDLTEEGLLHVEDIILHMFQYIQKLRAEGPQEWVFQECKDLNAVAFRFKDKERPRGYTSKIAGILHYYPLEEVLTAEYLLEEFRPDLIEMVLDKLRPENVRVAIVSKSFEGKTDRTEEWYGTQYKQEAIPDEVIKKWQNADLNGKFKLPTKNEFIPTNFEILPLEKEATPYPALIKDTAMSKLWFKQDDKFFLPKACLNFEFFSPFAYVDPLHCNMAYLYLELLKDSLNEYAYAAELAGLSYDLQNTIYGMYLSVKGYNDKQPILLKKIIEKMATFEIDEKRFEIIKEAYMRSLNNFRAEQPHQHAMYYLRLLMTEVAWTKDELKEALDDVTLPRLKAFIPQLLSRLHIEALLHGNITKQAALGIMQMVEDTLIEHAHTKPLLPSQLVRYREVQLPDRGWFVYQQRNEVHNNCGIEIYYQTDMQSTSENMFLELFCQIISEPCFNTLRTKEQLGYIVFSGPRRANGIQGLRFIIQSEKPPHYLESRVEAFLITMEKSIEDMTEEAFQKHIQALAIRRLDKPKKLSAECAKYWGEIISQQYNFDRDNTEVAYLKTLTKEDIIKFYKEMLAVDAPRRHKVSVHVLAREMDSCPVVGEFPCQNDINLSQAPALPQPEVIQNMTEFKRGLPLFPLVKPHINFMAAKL
IMP-1 inh: inhibitors of Pseudomonas aeruginosa IMP-1 metallo-beta-lactamase; actives 0.45% (n = 290,000); purified IMP-1, nitrocefin hydrolysis, epi-absorbance fluorescence; inhibition, % at 5.6 µM; AID 1556;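 active = inhibition above the mean plus 3 SD of all compounds in the same screening run, cut at about 4.5% in these data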;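 also: 0% = IMP-1 with DMSO and 100% = DMSO wells lacking enzyme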
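System: purified IMP-1 / Input: IMP-1 dispensed at 0.2 nM / Medium: 50 mM HEPES pH 7.1, 50 µM ZnSO4, 0.05% Brij 35 / Timing: 15 min enzyme–compound preincubation, then 25 min nitrocefin reaction, 25 °C / Technique: plate fluorescence quenching by hydrolysis product, ex 480/em 530 nm / Repeats: singlicate testing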
IDE cell inh: cellular human IDE inhibition | HEK cells, FAbetaB cleavage, fluorescence polarization | actives 0.41% (n = 320,000) | inhibition, % at 5.59 µM;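 active = percent inhibition above the average of all tested compounds plus 3 SD, set per screening campaign, cut at about 16% in these data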;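 also: IDE supplied by intact live HEK cells; FP after avidin binding of uncleaved biotin substrate so inhibition keeps polarization high; 0% = DMSO wells and 100% = 60 µM reference IDE inhibitor Ii1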
HCV NS3 hel inh: blocks Hepatitis C virus NS3 helicase unwinding; actives 0.56% (n = 290,000); AID 1800; NS3 helicase DNA unwinding, Cy5 molecular beacon fluorescence; inhibition, % at 10.9 µM;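 active = inhibition above the mean of all tested compounds plus 3 SD, set per campaign, cut at about 35% in these data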;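 also: 0% = DMSO wells and 100% = thioflavine S control wells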
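System: NS3 helicase fragment of HCV / Schedule: 1 h at 25 °C / Control set: DMSO alone as 0% and 110 µM thioflavine S as 100% / Reagent: Cy5/quencher beacon DNA duplex and ATP to start / Technique: Cy5 fluorescence / Replication: singlicate / Evaluation: % inhibition of end-to-start signal ratio versus controls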
* marks the source's active call; other numbers are inactive results; x = not tested or not shown.

Second line of a record – GalR3 antag	SUMO HTRF inh	VIM-2 inh	CRFR2-BP antag	pCIP destab	IDE act	IMP-1 inh	IDE cell inh	HCV NS3 hel inh
CC(C)[C@H](NC(N)=O)C(=O)Nc1ccc(F)c(Cl)c1
→ -1.1	14.5	4.2	-12.6	5.7	-3.7	-1.3	-1.4	-8.7
CCOc1ccc(NC(=O)CN2CCN(CC(=O)Nc3ccc(Cl)c(C(F)(F)F)c3)CC2)cc1
→ -5.2	-24.6	0.0	-39.3	-20.9	-1.7	-0.7	-3.5	-25.2
Cc1noc(/C=C/N(C)C)c1S(=O)(=O)N1CCC(C(=O)NC(C)(C)C)CC1
→ 0.3	2.0	-1.4	-3.1	3.1	-2.0	-1.9	10.3	2.4
Cc1ccc(/C=C/C(=O)OCC(=O)NCCc2ccc(S(N)(=O)=O)cc2)o1
→ 0.9	x	x	4.4	x	3.4	x	6.0	x
C[C@@H]1C[C@H]2[C@@H]3CCC4=CC(=O)C=C[C@]4(C)[C@@]3(F)[C@@H](O)C[C@]2(C)[C@@]1(O)C(=O)COP(=O)(O)O
→ x	-8.2	-1.7	-2.5	-9.4	0.0	-2.8	-1.1	12.9
CC(C)CS(=O)(=O)C1=NN2C(=N)/C(=C\c3ccc(OC(=O)c4ccco4)cc3)C(=O)N=C2S1
→ 1.3	13.4	-3.3	34.8	-19.4	-6.9	0.4	9.3	35.8
O=C(O)c1ccccc1-c1ccccc1C(=O)NCc1ccco1
→ -2.8	-2.4	-0.4	0.5	0.1	7.9	-3.2	5.2	-2.8
O=S(=O)(c1ccc(Cl)s1)N1CCc2ccccc2C1
→ -7.5	-8.4	-0.9	-0.9	-9.6	-3.0	-2.4	0.4	-7.7
COc1cccc(C(=O)Nc2c(C)n[nH]c2C)c1
→ -10.4	13.7	-4.2	-1.2	5.2	1.6	-4.7	2.4	13.5
O=C(CCN1C(=O)/C(=C/c2ccc(F)cc2)SC1=S)N[C@@H](CO)Cc1ccccc1
→ 2.0	12.8	-2.0	-7.7	8.6	5.6	0.3	3.0	-6.5
CCN(CC)S(=O)(=O)c1ccc(N2CC(C(=O)NCCc3ccc(Cl)cc3)CC2=O)cc1 (stereo not drawn)
→ -1.9	x	x	-0.3	x	-1.0	x	-4.2	x
Cc1cccn(Cc2c(F)cccc2Cl)c1=O
→ -2.1	-3.7	-0.7	2.1	4.2	5.4	-0.3	-4.0	8.0
Cc1ccc(CN2C(=O)C(=O)c3cc(C)ccc32)cc1
→ -0.2	x	x	-21.4	x	-4.1	x	2.6	x
Cc1csc(NC(=O)CSc2nc3ccccc3c3c2CCCC3)n1
→ -5.0	-15.0	-0.7	-12.2	-4.0	2.0	-1.8	-5.4	2.4
CCOc1ccc(NC(=O)CN(C)C(=O)CCCOc2ccc(Br)cc2)cc1OCC
→ 2.3	x	x	3.2	x	4.3	x	5.5	x

Additional compounds.
Second line of a record – GalR3 antag	SUMO HTRF inh	VIM-2 inh	CRFR2-BP antag	pCIP destab	IDE act	IMP-1 inh	IDE cell inh	HCV NS3 hel inh
CCC(=O)n1nc(-c2ccc(OC)cc2)nc1NCc1cccs1
→ 1.4	-12.3	-2.1	-4.5	-8.8	3.0	-1.2	x	5.2
Cc1cccc(C)c1NC(=O)CS(=O)CC(=O)Nc1ccc(N2CCOCC2)cc1 (stereo not drawn)
→ -7.1	1.0	0.0	3.3	-6.8	2.4	-1.3	5.5	4.0
CC(C(=O)Nc1ccncc1)(c1ccccc1)c1ccccc1
→ -3.7	-0.6	2.4	3.7	-17.4	-3.9	-0.3	-0.1	-32.6
O=C(CCc1nnc(Cc2ccc(-c3ccccc3)cc2)o1)NCC1CC1
→ -9.7	17.8	-4.8	7.2	-9.4	-0.7	-2.6	3.1	8.9
CCc1ccc(Nc2nnc(SCC(=O)NC(=O)CN3CCCC3=O)s2)cc1
→ -8.4	x	x	3.0	x	0.6	x	-2.3	x
O=C(COC(=O)C1CC2CCCC(C1)C2=O)Nc1ccc(F)c(Cl)c1 (stereo not drawn)
→ -2.8	x	x	-3.9	x	1.4	x	8.0	x
CCOC(=O)c1ccc(NC(=O)NCCc2ccccc2OC)cc1
→ -5.7	1.0	-2.7	1.0	-17.5	-0.2	-1.8	-5.2	-9.9
Cc1c(-c2ccccc2)nc2ccccc2c1C(=O)NCc1cccs1
→ -3.3	8.9	-1.1	25.5	-8.8	0.2	-2.2	-4.8	-9.9
O=C(Nc1ccc2c(c1)OCO2)C1CCN(S(=O)(=O)Cc2ccccc2)CC1
→ -2.1	20.4	-1.6	11.6	-12.0	-1.4	-3.6	-4.5	-0.8
O=C(CSc1nnc2ccccn12)NC(=O)c1ccccc1
→ -3.9	x	x	5.7	x	1.9	x	0.6	x
O=C(Nc1ccccc1C1CC1)c1cccs1
→ 78.1*	-5.7	-2.1	-1.9	1.4	7.7	-2.4	4.6	2.0
CC(=O)Nc1cccc(O)c1
→ 1.4	x	x	0.8	x	6.5	x	4.7	x
Cc1cc(C)nc(SCC2COc3ccccc3O2)n1 (stereo not drawn)
→ 2.9	-18.9	-0.1	13.8	-5.4	4.0	1.6	-4.7	-12.6
Cc1cccc(N2CCN(C(=O)C34CC5CC(CC(C5)C3)C4)CC2)c1C
→ 8.7	-14.7	-2.9	-65.6	-10.3	3.7	-4.1	2.5	4.3
COc1cc(C(=S)N2CCOCC2)ccc1OC(=O)/C=C/c1ccco1
→ -4.8	13.0	-1.5	22.2	8.1	4.6	-0.6	3.0	1.7

Continuation:
Second line of a record – GalR3 antag	SUMO HTRF inh	VIM-2 inh	CRFR2-BP antag	pCIP destab	IDE act	IMP-1 inh	IDE cell inh	HCV NS3 hel inh
CC(C)(CNCC(O)c1ccccc1)N1CCOCC1 (stereo not drawn)
→ 1.1	2.3	-1.1	4.0	-25.6	3.2	-1.7	-2.4	3.5
CCNC(=S)N/N=C/c1sccc1C
→ x	-3.3	-2.4	x	-7.8	x	-2.5	-1.7	-6.5
O=C(CNC(=O)c1cccs1)OCC(=O)c1ccc(Cl)cc1
→ -4.6	-0.1	-4.6	-7.8	-5.2	-7.4	-3.2	-1.2	3.3
COc1ccc(OCC(=O)Nc2ccc3c(c2)C(=O)NC3=O)cc1
→ 2.7	-2.8	-1.4	7.1	-10.6	-5.2	-1.9	-3.9	-0.1
CCCCOc1ccc(-c2nc(/C=N/c3nccs3)c(O)o2)cc1
→ -5.2	11.6	-0.4	-12.5	2.9	3.0	-0.8	2.1	21.7
Fc1ccc(CNC(=S)Nc2ccccc2F)cc1
→ -9.7	7.6	1.9	12.3	15.3	1.9	0.3	-2.6	1.9
Cc1cccc(N2CCN(C(=O)c3cccc(S(=O)(=O)N4CCCCC4)c3)CC2)c1C
→ -3.5	x	x	24.6	x	4.6	x	2.2	x
CCc1ccc(CN(C(=O)c2oc3ccccc3c2C)C2CCS(=O)(=O)C2)cc1 (stereo not drawn)
→ x	-0.7	-3.6	2.9	8.5	-0.3	-6.3	-1.2	-20.2
COc1cc(C(c2sc3ncnn3c2O)N2CCN(c3ccccc3F)CC2)cc(OC)c1OC (stereo not drawn)
→ x	16.5	-0.8	-23.3	0.0	-1.1	-4.9	1.1	9.8
COC(=O)CC(c1ccc(C#N)cc1)n1c(C)ccc1C (stereo not drawn)
→ 0.7	2.1	-2.8	11.1	-6.2	4.5	-4.1	-4.0	10.1
CCOC(=O)c1[nH]c2ccccc2c1NC(=O)c1cc(OC)c(OC)c(OC)c1
→ -1.8	x	-1.5	-9.3	x	-0.1	-3.6	-3.3	-0.8
Cc1cccc(NC(=O)C2CCCN(C(=O)Nc3ccc(F)cc3)C2)c1C (stereo not drawn)
→ -7.7	7.4	-2.9	-7.7	1.1	2.7	-2.5	-3.2	4.0
CCOC(=O)N1CCN(C(=O)COc2ccc(S(=O)(=O)NCc3ccccc3)cc2)CC1
→ -4.8	18.6	3.4	47.9	-2.0	3.8	-1.9	-0.5	8.4
O=S(=O)(c1ccc(F)c(F)c1)N1CCN(S(=O)(=O)c2cccs2)CC1
→ -3.2	4.3	-1.5	-0.1	-5.7	-2.7	-3.0	-1.7	1.1
CCOC(=O)c1cn(CC)c2cc(N3CCCCC3)c(F)cc2c1=O
→ -2.9	x	-6.0	3.9	x	4.1	-5.6	4.2	-10.7

New compounds follow.
Second line of a record – GalR3 antag	SUMO HTRF inh	VIM-2 inh	CRFR2-BP antag	pCIP destab	IDE act	IMP-1 inh	IDE cell inh	HCV NS3 hel inh
Cc1nc(NCCN2CCOCC2)c2nnn(Cc3c(F)cccc3Cl)c2n1
→ -0.9	8.9	-2.4	-1.2	8.4	-2.5	-3.8	1.5	3.0
CC(C)OC(=O)CSc1nnc(C2CCCCC2)n1N
→ -4.2	-1.9	-1.2	5.2	4.3	x	-3.4	5.5	-19.4
O/N=C1\CCc2cc(Cl)ccc21
→ 2.8	19.5	-2.2	10.7	-1.8	0.8	-2.3	-1.2	0.7
CSc1cccc(-n2cc(-c3ccc4c(c3)OCO4)[nH]c2=O)c1
→ x	30.6	-1.3	-22.9	0.6	1.9	1.9	-1.8	7.0
Cc1ccc(C(=O)N2CCCC(c3nc4c(nnn4Cc4ccccc4)c(=O)[nH]3)C2)cc1 (stereo not drawn)
→ 3.0	-6.3	-1.8	-18.3	-6.5	6.1	-2.7	4.5	-13.4
CCOc1ccc(-c2nc(CSCC(=O)NCCN3CCOCC3)c(C)o2)cc1
→ -5.1	-2.2	-0.1	-17.0	-7.7	2.0	0.0	3.7	7.6
C=CCN1C(=O)CS/C1=C(\C#N)S(=O)(=O)c1ccc(C)cc1
→ 0.0	22.1	-3.7	5.3	-9.4	-17.7	2.3	14.8	22.6
NC(=O)COC(=O)c1sc2cc(F)ccc2c1Cl
→ 2.7	0.9	1.7	3.1	6.2	-0.4	-2.0	0.3	-2.8
CCCc1nnc(NC(=O)c2c(O)c3cccc4c3n(c2=O)CC4)s1
→ x	2.8	x	6.9	-9.9	x	x	3.5	x
O=C(CSc1ccc2ccccc2n1)NCCCN1CCCC1=O
→ -4.8	x	x	3.4	x	2.0	x	3.0	x
O=C(NNC(=O)C1CCN(S(=O)(=O)c2ccc(Cl)cc2)CC1)c1ccccc1
→ 2.6	9.7	-0.7	-8.9	-15.8	-2.5	-3.7	0.6	-9.2
O=C(CN1CCOCC1)Nc1nc(-c2ccccc2Cl)cs1
→ -12.5	1.1	-2.3	-12.6	2.3	0.8	-2.5	7.0	-8.4
O=C(Cn1ncc(Cl)c(Cl)c1=O)N1CCOCC1
→ -4.8	4.5	0.9	17.2	-18.7	x	-0.2	1.8	2.3
Cc1cc(NC(=O)CSc2nnc(-c3ccccc3)o2)no1
→ 0.9	-17.7	-5.0	10.1	2.7	-0.4	-2.3	-4.8	0.3
COc1ccc(C(=O)NCCCn2ccnc2)cc1
→ -3.7	11.9	-0.7	-0.6	-10.7	6.0	-1.6	-4.5	-8.8
O=C1CCCc2nn(-c3ccccc3)c(-c3ccncc3)c21
→ 1.3	3.3	0.3	-2.7	-12.7	-20.5	-1.3	0.9	4.7
